KCNH2 3.1 block – blocks the human KCNH2 3.1 channel isoform | U2OS KCNH2 3.1, thallium flux FluxOr; active compounds read low | activity change, % (tested at about 1.8 µM) | 340,000 compounds, 0.95% hits | AID 720553;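 active means maximum activity change below -70%; inconclusive means maximum activity change from -70% to -50%; inactive means maximum activity change above -50%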;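 further: thallium influx rate constant from kinetic fluorescence after stimulation buffer; on the % scale 0 is the no-effect control and ±100 the full control effect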
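Thallium flux read-out: FluxOr dye with Red40 quencher in HBSS/HEPES, 45 min at RT. Rate constants from kinetic reads were normalized to positive and negative DMSO controls. Cells: U2OS virally expressing the 3.1 isoform.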
AT treatment – candidate therapy for ataxia-telangiectasia | 320,000 compounds, 0.19% hits | AID 485349 | […] A-T fibroblasts, KAP-1 phosphorylation AlphaLISA; neocarzinostatin DNA damage 30 min before lysis | Potency, µM (titrated, usually from 57.5 µM), without a hit: at the highest dose activation, actives largely listed as activators; further: potency means the concentration at half of the fitted maximal effect; % of control where 0% means no effect; nearly all actives have a fitted effect of over 45% in size
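ATM-like activity read as KAP-1 phosphorylation via AlphaLISA donor/acceptor antibody pairs after lysis and 6 hr at 25C. Cells were ATM-null patient fibroblasts ([…], hTERT), dosed 60 min, then exposed to the DSB inducer NCS for 30 min.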
Eya2 inh – Eya2 (human) phosphatase inhibition. recombinant Eya2, OMFP fluorescence dephosphorylation (OMFP is methylfluorescein phosphate). Potency, µM (titrated, usually from 76.9 µM), for the others: at the highest dose activity, negative = inhibition, usual class: inhibitors. 330,000 compounds, 0.006% hits; further: potency means the concentration at half of the fitted maximal effect; on the % scale 0 is the no-effect control and ±100 the full control effect
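Eya2 (0.2 uM) preincubated 10 min at ambient with compound, then OMFP substrate added at 50 uM; 10 min reaction in 50 mM HEPES pH 7.5, 50 mM NaCl, 5 uM MgCl2, 0.05% BSA, 1 mM DTT. Fluorescence read at Ex 485/Em 525 nm.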
TCR act – activates T cell receptor signaling; 330,000 tested, under 10 active; AID 504894; Potency, µM (highest dose often 9.22 µM), for the others: at the highest dose activation of IL-2 secretion, hits mostly activators; primary human leukocytes, anti-CD3, IL-2 HTRF, 48 h; further: % of control where 0% means no effect
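Primary human leukocytes receive a-CD3 beads and test compound and are incubated 48 hr. Secreted IL-2 is then assayed by HTRF, measuring 665nm acceptor emission after 320nm excitation of the europium donor.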
TSHR antag – blocks TSH signaling through the human TSH receptor; activity change, negative = inhibition, % at 11.5 µM; TSHR-expressing cells, TSH-stimulated cAMP HTRF, 2 h; active compounds read low; AID 504810; 330,000 compounds, 0.2% hits;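 active means activity change below a set negative limit, meaning inhibition stronger than a set level, cut at about -70% in these data; inconclusive means activity change between two set negative limits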; further: on the % scale 0 is the no-effect control and ±100 the full control effect
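Competitive HTRF cAMP read-out (cryptate anti-cAMP antibody, cAMP-d2; 30 min, room temperature) in freshly harvested TSHR cells. Compounds added before TSH at EC80 (4nM final), followed by 2 hours' incubation at 37 deg C.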
Mito fusion yeast – inhibitors of mitochondrial division or activators of mitochondrial fusion; S. cerevisiae fusion-defective mutant growth rescue, CellTiterGlo 48 h; 320,000 compounds, 0.23% hits; AID 485298; Potency, µM (top dose mostly 46.1 µM), without a hit: at the top dose growth rescue (activation), actives largely listed as activators;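 further: potency means the concentration at half of the fitted maximal effect; % of control where 0% means no effect; nearly all actives have a fitted effect of over 45% in size; temperature-sensitive fusion mutants such as fzo1-1 at 37 °C on non-fermentable ethanol glycerol medium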
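Read-out: ATP-based luminescence (CellTiterGlo, 10 min ambient) reporting growth of fusion-defective ts yeast after 48 hours at 37C on glycerol/ethanol YPEG medium in the presence of compound.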
USP2a block – inhibitors of human ubiquitin-specific protease USP2a | USP2 core, Ub-CHOP2 coupled fluorogenic reporter, 485/531 | Potency, µM (top dose mostly 38.3 µM), for the others: at the top dose activity change, negative = inhibition, most hits filed as inhibitors | 330,000 compounds, 0.01% hits;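 further: potency means the concentration at half of the fitted maximal effect; plate controls were DMSO wells for no effect and full inhibition by NEM control for full effect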
Target sequence (O75604 whole entry, looked up): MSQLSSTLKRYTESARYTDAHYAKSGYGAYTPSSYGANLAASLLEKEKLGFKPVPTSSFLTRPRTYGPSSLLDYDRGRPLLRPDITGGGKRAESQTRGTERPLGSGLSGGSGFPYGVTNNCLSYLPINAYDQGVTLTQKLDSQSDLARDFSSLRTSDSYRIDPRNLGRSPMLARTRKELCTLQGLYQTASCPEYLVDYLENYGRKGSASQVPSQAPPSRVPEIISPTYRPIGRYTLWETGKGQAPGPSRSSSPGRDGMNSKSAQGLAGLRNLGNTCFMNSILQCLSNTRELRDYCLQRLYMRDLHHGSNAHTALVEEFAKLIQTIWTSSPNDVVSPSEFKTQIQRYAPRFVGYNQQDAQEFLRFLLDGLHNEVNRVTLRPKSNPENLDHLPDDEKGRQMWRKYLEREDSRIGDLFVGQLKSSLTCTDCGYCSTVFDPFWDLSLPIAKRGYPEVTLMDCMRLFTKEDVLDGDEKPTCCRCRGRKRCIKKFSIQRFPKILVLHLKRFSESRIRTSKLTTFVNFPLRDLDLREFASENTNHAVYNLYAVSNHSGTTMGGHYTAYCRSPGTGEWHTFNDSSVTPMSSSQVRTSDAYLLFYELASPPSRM
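Cell-free coupled assay: 10nM USP2 core preincubated 30min RT with compound in Tris-HCl pH 8.0/CaCl2/CHAPS buffer, then 25nM Ub-CHOP2 and 25nM reporter substrate; fluorescence (Ex 485/Em 531) read after 60min RT, normalized to NEM inhibition, concentration-response curves fitted.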
ELG1 DNA repair – blocks ELG1-dependent DNA repair in HEK293T cells; HEK293T ELG1-luciferase reporter, luminescence, 16 h; DNA damage induced by 5-fluorouridine; Potency, µM (top dose mostly 46.1 µM), inactives show at the highest dose activity change, negative = inhibition, usual class: inhibitors; 330,000 compounds, 2.3% hits; AID 504467; further: potency means the concentration at half of the fitted maximal effect; on the % scale 0 is the no-effect control and ±100 the full control effect; nearly all actives have a fitted effect of over 55% in size
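5-Fluorouridine DNA damage + compound/DMSO, 2,000 cells/well, 16 h, 37 °C/5% CO2. ONE-Glo, 30 min RT, luminescence. Readout = decrease in reporter signal.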
hERG WT inh – KCNH2 (human, wildtype) channel inhibition. Q12809. U2OS, BacMam KCNH2, thallium flux FluxOr; active compounds read low. activity change, % at 1.84 µM. 340,000 compounds, 0.37% hits. AID 720551;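 active means maximum activity change below -70%; inconclusive means maximum activity change between -70% and -50%; inactive means maximum activity change above -50%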; further: on the % scale 0 is the no-effect control and ±100 the full control effect
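U2OS cells were transduced with wild-type KCNH2 virus (2.03 x 10^8 / mL) for 4 h at room temperature, then cultured overnight at 37 C. Thallium flux was read with FluxOr dye. Rate constants were normalized to DMSO controls.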
TRPV1 agonist – agonists of human vanilloid receptor 1 (TRPV1) | Q8NER1 | TRPV1-expressing cells, Fluo-8 calcium influx, agonist mode | activation, % at 8.33 µM | 320,000 compounds, 0.19% hits | AID 540275; in the data active means activation above about 80%; inconclusive means between about 30% and that limit; further: 0% is about no effect
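Cells expressing TRPV1 were dye-loaded with Fluo-8 and read kinetically: 10 s baseline, 3 min after compound (agonist portion), then 2 min after EC20 capsaicin (allosteric enhancer portion). Calcium-bound dye fluorescence at 480/520 nm.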
An asterisk follows results filed as active; ? = inconclusive; . = not tested or not shown; [ ] = remark or other dose. Unless noted, the call rests on the fitted dose curve; in most records, active means well fitted curve in the direction sought with a large enough effect; inconclusive means small, poorly fitted or top-dose-only effect, or another doubt; inactive means no such curve, though single readings can be large; an effect the other way counts as inactive or inconclusive. Not all compounds are listed; count on the stated rates, not on these rows.

compound	ELG1 DNA repair	hERG WT inh	USP2a block	Eya2 inh	TCR act	Mito fusion yeast	TRPV1 agonist	KCNH2 3.1 block	AT treatment	TSHR antag
O=C(COc1ccc(S(=O)(=O)Nc2ccccc2)cc1)N1CCOCC1	0%	-3	-2%	3%	-9%	1%	0	-22	-1%	1
CSc1cccc(NC(C)=O)c1	-14%	-1	5%	-1%	0%[46.1 µM]	-3%	-4	3	-2%	10
CCCCN(C)Cc1c(O)ccc2c(=O)c(-c3ccccc3OC)coc12	7%	2	0%	-10%	-9%	1%	1	-5	-1%	1
CCC(C)(C(=O)NC1CCCCC1)N(Cc1cccs1)C(=O)c1ccccn1 (stereo not drawn)	5%	3	5%	-7%	-3%	4%	2	4	1%	12
CCOC(=O)c1cccc(NC(=O)CSc2nncn2-c2ccccn2)c1	-13%	-25	2%	-11%	-5%	-2%	4	2	-3%	-1
CCc1cccc2c(C(=O)CN3C(=O)N(C)C4(CCCCC4)C3=O)c[nH]c12	?	0	4%	-14%	5%	7%	0	16	0%	2
COc1cc(OC)c(N2CC(C(=O)Nc3cccc(C(=O)NC4CC4)c3)CC2=O)cc1Cl (stereo not drawn)	-7%	3	-4%	-2%	5%	4%	2	13	1%	5
COC(=O)c1cc(S(=O)(=O)NCC2CCN(Cc3cc(C)ccc3C)CC2)c[nH]1	15%	23	1%	-2%	-5%	-14%	0	-5	5%	4
CC(C)NC(=S)n1cc(C(=O)c2cc(Cl)cc(Cl)c2O)cn1	-14%	-3	6%	2%	6%	11%	0	18	3%	19
COc1ccc(-c2cc(C(=O)N/N=C/c3ccc(OC)c(COCC(F)(F)C(F)F)c3)c3ccccc3n2)c(OC)c1	?	5	2%	-28%	-9%	3%	0	-5	0%	-6
CC(C)N(Cc1nc(-c2ccccc2)no1)C(=O)c1ccc(Br)o1	?	16	1%	1%	-21%	7%	21	3	13%	13
C=CCN1C(=O)CN=C1Nc1cccc(C)c1	23%	28	2%	-3%	3%	-3%	-3	-9	2%	12
O=c1[nH]c(C(F)(F)F)nc2ccccc12	-8%	0	1%	21%[15.4 µM]	0%	3%	-2	4	3%	9
O=C(NC(=S)NCCc1ccccc1)c1ccco1	?	3	-2%	-14%	0%	-10%	?	9	-1%	-3
COc1ccc2ccccc2c1CN1CCN(C)CC1	27%	-2	-1%	8%	5%	-7%	0	0	-8%	6
Cn1c(N)c(C(=O)COC(=O)/C=C/c2cccc(F)c2)c(=O)n(C)c1=O	12%	-8	-1%	-13%	-5%	-1%	-1	1	1%	218
CC(=O)Nc1ccc(N2C(=O)CC(N3CC(C)OC(C)C3)C2=O)cc1 (stereo not drawn)	1%	3	-3%	4%	2%	-3%	5	2	7%	4
Cc1ccc(S(=O)(=O)Oc2ccccc2/C=N/NC(=O)c2nn(C)cc2[N+](=O)[O-])cc1	?	1	1%	-6%	4%[46.1 µM]	-1%	-1	4	0%	5
Oc1c(C(c2ccc(F)cc2)N2CCc3ccccc3C2)sc2ncnn12 (stereo not drawn)	-10%	-8	0%	-3%	5%[46.1 µM]	1%	0	-2	-2%	-3
CCC(=O)NCC(=O)OCC(=O)c1ccccc1	24%	-2	1%	2%	-6%[46.1 µM]	-4%	-2	-12	.	-3
O=C(C[C@@H]1C/C=C\C[C@H](Cc2ccc(F)cc2)C(=O)OC[C@@H](c2ccccc2)NC1=O)NCCO	2%	-1	1%	1%	-2%	.	.	12	-6%	8
Cc1cc(Cl)ccc1OC(C)C(=O)NCCCCc1ccccc1 (stereo not drawn)	-11%	-4	4%	-18%	-17%	18%	10	4	13%	-15
O=C(CNC(=O)C(c1ccccc1)c1ccccc1)N/N=C/c1ccc(O)cc1O	?	4	-1%	-19%	2%	4%	15	-2	-1%	-3
CCCOc1ccc(Cl)cc1/C=C1/C(=O)ON=C1C	?	-6	-1%	-19%	3%	2%	-2	18	24%	33
Cc1noc(C)c1N=Nc1ccccc1C(=O)O	17%	-1	2%	-5%	-5%	4%	-3	-1	1%	4
CCN1CCN(c2cc(C)c3cc(NC(=S)N(CC)CC)ccc3n2)CC1	-6%	2	-2%	-6%	0%	-3%	2	24	-1%	-3
Cc1ccc(/C=N/NC(=S)Nc2cccc(S(=O)(=O)N(C)C)c2)o1	?	-3	4%	-5%	-2%	-10%	-2	-2	0%	-4
COc1ccccc1NC1CCCCC1NS(=O)(=O)c1ccc(C)cc1 (stereo not drawn)	-17%	10	-1%	7%	-4%	1%	13	7	2%	-1
CC(=O)C1=C(C)Nc2ncnn2C1c1cccc(O)c1 (stereo not drawn)	13%	-12	3%	7%	-2%	13%	-2	-6	0%	-28
COc1ccc(CCCC(=O)NCC(=O)N/N=C/c2cc(Cl)ccc2OC)cc1	?	-11	1%	6%	0%	0%	-3	9	-2%	-11

In another format: two of the compounds above.
Sequence of screens: ELG1 DNA repair	hERG WT inh	USP2a block	Eya2 inh	TCR act	Mito fusion yeast	TRPV1 agonist	KCNH2 3.1 block	AT treatment	TSHR antag
- O=C(COc1ccc(S(=O)(=O)Nc2ccccc2)cc1)N1CCOCC1
    0%	-3	-2%	3%	-9%	1%	0	-22	-1%	1
- COc1ccc(CCCC(=O)NCC(=O)N/N=C/c2cc(Cl)ccc2OC)cc1
    ?	-11	1%	6%	0%	0%	-3	9	-2%	-11

(further entries)
compound	ELG1 DNA repair	hERG WT inh	USP2a block	Eya2 inh	TCR act	Mito fusion yeast	TRPV1 agonist	KCNH2 3.1 block	AT treatment	TSHR antag
CC1CC(C)CN(c2oc(Cc3ccccc3)nc2C#N)C1 (stereo not drawn)	7%	5	6%	-1%	0%[46.1 µM]	9%	18	7	0%	9
N/C(Cc1ccc([N+](=O)[O-])cc1)=N\OC(=O)c1ccc([N+](=O)[O-])cc1	-6%	-18	1%	-42%	5%	0%	2	-19	5%	-5
CN(C)c1ccc(/C=N/NC(=O)Cn2nnc3ccccc32)cc1	?	11	2%	1%	1%[46.1 µM]	-1%	3	.	-18%	1
Cc1ccc(C(=O)NC(=S)N2CCN(c3ccccc3F)CC2)cc1	0%	-4	2%	7%	5%[46.1 µM]	28%	20	6	-3%	-4
Cc1ccc(C)c(NC(=O)CCN2CCCCC2)c1	?	20	1%	-1%	0%	0%	0	-2	1%	8
CCOC(=O)Cc1csc(N/N=C\c2ccc(N(C)C)cc2)n1	?	-6	4%	-5%	9%	-15%	3	14	-2%	-1
Cc1ccc(NC(=O)CSc2nnc(-c3cccs3)n2Cc2ccco2)cc1	-20%	-43	0%	-3%	6%	4%	-2	-16	-2%	-2
Cc1ccc(N2CC(C(N)=O)CC2=O)cc1 (stereo not drawn)	5%	4	1%	-1%	-1%	-2%	1	2	1%	1
O=C(COc1ccc(Cl)cc1)NNC(=O)c1ccncc1	14%	-14	1%	-3%	1%	-4%	-1	-4	-8%	13
CCc1c(O)nc(SCC(=O)Nc2ccc3c(c2)CCC3)[nH]c1=O	3%	-2	-4%	-5%	1%	-1%	-1	1	-1%	-1
N#Cc1ccccc1OCC(=O)Nc1nnc(C2CC2)s1	?	22	-2%	-12%	-4%	7%	1	20	15%	10
O=C1OCC2=C1C(c1ccc(F)cc1)Sc1ccccc1N2 (stereo not drawn)	3%	-5	-1%	-35%	0%	3%	24	-30	2%	6
Cc1cc(C)cc(C(=O)NC(CC(N)=O)c2ccc(N3CCN(c4ccccn4)CC3)c([N+](=O)[O-])c2)c1 (stereo not drawn)	-2%	-5	1%	2%	-1%	1%	3	-7	5%	-1
CCn1cnc2c1c(=O)n(CC(=O)NCc1ccccc1)c(=O)n2Cc1ccccc1	4%	-3	0%	2%	2%	2%	2	11	1%	-11
CCCN(CCC)c1ccc(/C=C/c2ccc3cc(OCC)ccc3n2)cc1	?	4	2%	20%	-2%	-5%	11	-24	28µM*	-15
O=S(=O)(c1ccc(Cl)cc1)N1CCCN(c2ccc(C(F)(F)F)cn2)CC1	?	2	-1%	-20%	1%	3%	?	-10	6%	0

Bioassay records (PubChem)
